TNF death inh: blocks TNF-alpha induced death of Jurkat FADD-/- cells | hit rate 0.068% among 220,000 | AID 463075 | activation (protection from cell death), % at 10 µM | Jurkat FADD-/- TNF necroptosis rescue, ATP luminescence, 24 h; 0 = TNF only, 100 = no-TNF cells;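 active = activation, meaning protection from cell death, of at least 50% relative to plate controls; inactive = activation below 50%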;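 note: necroptosis triggered by 40 ng/mL TNF-alpha added together with compound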
FXIIa inh 1536: inhibitors of human coagulation factor XIIa; P00748; purified FXIIa, Boc-QGR-AMC fluorogenic substrate, 2 h; inhibition, % at 5 µM; hit rate 0.3% among 220,000; AID 800; in the data active = inhibition above about 40%;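 note: 0% = enzyme with no compound and 100% = blank without enzyme; many of its hits are not listed in these tables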
Rad51 HR inh: Rad51 (human) homologous recombination inhibition | AID 1385 | Q06609 | inhibition, % at 10 µM | hit rate 0.085% among 200,000 | hRad51 DNA strand exchange, fluorescence dequenching;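 active = inhibition above 40% at the single screening dose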;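 note: 0% = DMSO control wells and 100% = blanks with heterologous ssDNA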
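Material: hRad51 filaments on single-stranded DNA; Reagent: Donor/quencher-labelled 47-bp dsDNA substrate; Compound: 10 µM final, single point; Schedule: 37 °C 15-min filament assembly, 30-min compound preincubation, 15-min exchange; Technique: FRET fluorescence, excitation 485 nm, emission 520 nm; Benchmarks: control wells and blank wells on each plate.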
Hck Nef HTS: inhibitors of human Hck kinase activated by Nef; P08631; Recombinant Hck-YEEI plus Nef, Z-Lyte FRET kinase assay; inhibition, % at 20 µM; hit rate 0.68% among 220,000; AID 463187;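 active = Hck-Nef kinase inhibition above about 50%, limit read from the data; inactive = inhibition below that limit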;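 note: 0% = DMSO with Hck plus Nef and 100% = Hck alone without Nef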
Target sequence (P08631 whole entry, looked up): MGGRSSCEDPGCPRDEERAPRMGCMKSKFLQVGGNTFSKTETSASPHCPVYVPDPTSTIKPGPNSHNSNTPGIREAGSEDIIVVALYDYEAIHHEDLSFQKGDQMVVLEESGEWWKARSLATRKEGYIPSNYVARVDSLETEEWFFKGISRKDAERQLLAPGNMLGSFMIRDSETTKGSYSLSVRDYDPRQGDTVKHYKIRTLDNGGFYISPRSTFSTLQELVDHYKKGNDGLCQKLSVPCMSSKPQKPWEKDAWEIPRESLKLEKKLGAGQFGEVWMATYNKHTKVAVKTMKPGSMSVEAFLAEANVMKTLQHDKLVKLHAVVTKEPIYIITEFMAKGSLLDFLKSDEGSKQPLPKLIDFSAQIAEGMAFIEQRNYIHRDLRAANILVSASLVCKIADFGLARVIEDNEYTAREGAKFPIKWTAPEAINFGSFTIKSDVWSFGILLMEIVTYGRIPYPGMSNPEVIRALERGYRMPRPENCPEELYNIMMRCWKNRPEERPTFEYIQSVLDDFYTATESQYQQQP
zVAD death inh: blocks zVAD induced death of L929 cells. L929 zVAD necroptosis rescue, ATP luminescence, 24 h; with zVAD 60 µM. viability rescue, % at 10 µM. hit rate 0.38% among 220,000. AID 1377;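 active = activation, scaled between plate controls, above about 75%, limit read from the data; inactive = activation under that limit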;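 note: 0% = zVAD with DMSO and 100% = DMSO alone without zVAD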
thrombin 1536: thrombin (human) inhibition; P00734; alpha-thrombin, Boc-VPR-AMC fluorogenic substrate cleavage; inhibition, % at 5 µM; hit rate 0.26% among 220,000; AID 1046;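 active = inhibition at or above 40%; inactive = inhibition below 40%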;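 note: 0% = enzyme with no compound and 100% = wells without enzyme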
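Assay system: human alpha-thrombin enzyme. Reagent: Boc-VPR-AMC substrate, 15 µM final. Compound dosing: one concentration per compound, 5 µM, with 0.2% DMSO. Incubation: room-temperature reaction. Technique: AMC fluorescence, 355/460 nm. Measure: % inhibition relative to enzyme controls and enzyme-free blanks.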
hK5 inh: blocks human kallikrein 5 protease activity | Q9Y337 | recombinant hK5, fluorogenic AMC substrate cleavage | inhibition, % at 5 µM | hit rate 0.59% among 210,000 | AID 873;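 active = inhibition of 40% or more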;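 note: 0% = enzyme controls without compound and 100% = no-enzyme blanks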
Target sequence (Q9Y337 67-293 limits assumed): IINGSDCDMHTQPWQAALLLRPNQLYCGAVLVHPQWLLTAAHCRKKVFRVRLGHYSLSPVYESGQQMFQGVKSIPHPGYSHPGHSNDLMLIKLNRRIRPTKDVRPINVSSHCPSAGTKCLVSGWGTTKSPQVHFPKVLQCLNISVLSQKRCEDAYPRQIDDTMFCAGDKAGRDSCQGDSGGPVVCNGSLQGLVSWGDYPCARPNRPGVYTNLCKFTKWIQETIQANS
KCC2 mod: modulates chloride dependent transport by human KCC2. KCC2 cells, thallium flux FluoZin-2 fluorescence. hit rate 2.2% among 190,000. B-score of Tl+ flux slope (higher = more flux/activation; lower = inhibition) at 10 µM;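 active = thallium flux slope and its plate-corrected score both differing from the plate sample mean at a set confidence after two filtering rounds, in either direction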;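 note: slope of fluorescence scaled to starting intensity during 10 to 20 s after thallium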
FXIa inh: factor XIa (human) inhibition; P03951; purified FXIa, Boc-Glu-Ala-Arg-AMC fluorogenic substrate; inhibition, % at 5 µM; hit rate 0.14% among 220,000; AID 798;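 active = inhibition of at least 40%; inactive = inhibition below 40%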;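 note: fluorescence of freed AMC excited at 355 nm; 0% = enzyme without compound and 100% = no enzyme blank; many of its hits are not listed in these tables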
* = called active by the depositor; . = not tested or not shown.

Compound,thrombin 1536,FXIa inh,hK5 inh,zVAD death inh,Hck Nef HTS,FXIIa inh 1536,TNF death inh,Rad51 HR inh,KCC2 mod
COc1ccccc1NC(=O)c1cc(Cl)nc2ccccc12,-6,-7,-1,0.4,11,2,2.2,19,0.2
CCN(CC)CCN(C(=O)c1ccc([N+](=O)[O-])cc1)c1nc2ccc(OC)cc2s1,-2,-6,-3,0.6,-33,7,1.4,8,-0.17
CN(Cc1nc(-c2cnccn2)no1)Cc1n[nH]c2c1CCCC2,-12,-6,0,0.1,12,2,-0.5,-5,0.55
Cc1cccc(NC(=O)CCC(=O)N/N=C/c2ccco2)c1C,-7,-3,-16,0.1,2,6,2.7,.,-0.17
O=[N+]([O-])c1ccc(S(=O)(=O)N2CCN=C2SCc2cccnc2)cc1,-2,-2,2,72,24,6,2.5,23,0.003
Cc1cc(C)c(NC(=O)CS(=O)CC(=O)NC2CCCc3ccccc32)c(C)c1 (stereo unspecified),2,-2,-15,0.6,-14,18,-0.7,0,-0.11
CCNC(=O)COC(=O)c1cc(C)n(-c2ccccc2)c1C,-6,-3,-14,0.6,14,3,-2.7,-12,0.14
COCC(=O)N1CCCc2ccccc21,4,11,-6,0.1,1,12,0.4,-1,0.15
O=C(c1cccc(C(F)(F)F)c1)C1CCCN(C(=O)CCCn2cncn2)C1 (stereo unspecified),-2,-1,.,-0.2,7,4,0.4,.,.
O=C(CC1C(=O)NCCN1Cc1c(F)cccc1Cl)NC1CCCC1 (stereo unspecified),-6,-6,-2,5.6,21,7,-0.4,0,.
COc1cc(NC(=O)Nc2cccc(C(C)=O)c2)cc(OC)c1OC,6,-4,-5,-0.4,16,16,0.7,2,-0.28
CCN(CC)c1ccc(/C=C2\CCC(/C=C(\C#N)C(=O)Nc3ccccc3F)=C2N2CCOCC2)cc1,15,8,4,-1.5,-15,14,-21,8,0.44
CC(NC(=O)COC(=O)/C=C/c1ccc([N+](=O)[O-])cc1)c1ccccc1 (stereo unspecified),-17,-3,-8,1.1,0,6,2.4,6,0.0019
COc1ccc(NS(=O)(=O)c2ccc(N3C(=O)CCC3=O)cc2)cc1,-3,2,0,-0.1,-1,-12,0.5,-1,.
COc1ccc(NC2CC(=O)N(c3ccc(C(=O)O)cc3)C2=O)cc1 (stereo unspecified),.,17,15,-0.8,13,18,-0.3,0,0.52

Compound,thrombin 1536,FXIa inh,hK5 inh,zVAD death inh,Hck Nef HTS,FXIIa inh 1536,TNF death inh,Rad51 HR inh,KCC2 mod
CCOC(=O)C1CCCN(C(=O)c2cnn3c(C(F)F)cc(-c4ccc(C)cc4)nc23)C1 (stereo unspecified),-11,0,-31,-0.1,3,4,-3.5,-20,.
O=C(CN1CCN(c2ccccc2)CC1)Nc1ccccc1Sc1ccccc1,-2,4,-9,-0.1,0,9,0.4,-9,0.23
COC(=O)c1cc(C(=O)NCCN2C(=O)S/C(=C\c3cccs3)C2=O)cc([N+](=O)[O-])c1,1,5,-14,0.5,3,12,1.8,.,-1.4
CO/N=C/c1ccc(Sc2ccccc2N)c([N+](=O)[O-])c1,-6,-2,-3,0.2,-3,44*,-3.5,1,0.15
O=C1Nc2ccc([N+](=O)[O-])cc2OC1CCN1CCN(Cc2ccccc2)CC1 (stereo unspecified),0,4,.,-0.3,-8,9,1.4,.,-4.2*
O=C(Cn1nc(-c2cccc(Cl)c2)ccc1=O)Nc1ccc(C(=O)NC2CC2)cc1,-9,13,-1,4.3,16,8,0.2,-1,0.41
CCOC(=O)c1c2ccc(OCC(=O)N/N=C/c3ccc(C)cc3)cc2n2ccccc12,-1,2,-22,0.0,27,14,-2.7,.,.
COc1ccc2[nH]c3c(=O)n(Cc4ccc(C(=O)N5CCC(C(N)=O)CC5)cc4)c(=S)[nH]c3c2c1,-3,-5,-4,2.0,14,4,0.1,-3,-0.62
COc1cccc(C(=O)OCC(=O)NCCc2ccccc2)c1OC,-22,-3,-4,0.7,19,-1,0.8,-21,-0.03
CCOC(=O)c1[nH]c(C)c(C(=O)NC2CCCC2)c1C,-4,1,-2,0.6,0,14,0.3,-4,.
CC1=Nc2cccc3cccc(c23)N1,1,-4,-2,0.1,3,8,-7.8,1,-0.026
COc1ccc(NC(=S)NCCN2CCC(C)CC2)cc1,-2,5,.,-0.5,-14,10,0.3,.,-0.24
O=C(CS(=O)(=O)c1ccccc1)Nc1nc2ccccc2s1,4,4,.,-0.3,8,7,3.5,.,0.31
Cc1ccccc1CS(=O)(=O)CCC(=O)O,-8,-5,.,0.6,6,3,1.2,.,-0.0054
Cc1cccc(Cn2c(C(C)O)nc3ccccc32)c1 (stereo unspecified),3,-2,-2,0.4,-9,13,-0.6,-1,0.26

Compound,thrombin 1536,FXIa inh,hK5 inh,zVAD death inh,Hck Nef HTS,FXIIa inh 1536,TNF death inh,Rad51 HR inh,KCC2 mod
COc1ccc(C(=O)Nc2ccc(C3=NNC(=O)CC3C)cc2NC(=O)c2ccc(OC)cc2)cc1 (stereo unspecified),0,3,3,0.8,14,7,-0.1,-13,-0.52
CC(C)Cn1cnc2sc3c(c2c1=N)CCCC3,4,11,-13,0.1,-2,17,1.4,-4,.
C[C@@H](CO)NC(=O)c1ccc2c3n(nc2c1)-c1ccccc1CO3,-5,2,3,-0.6,33,4,-5.4,3,-0.62
CNCc1ccccc1OCC(=O)Nc1ccccc1OC,-3,2,1,-0.5,-1,10,1.0,.,.
Cc1n[nH]c(=S)n(NC(=O)/C=C/C(=O)Nn2c(=S)[nH]nc(C)c2=O)c1=O,4,-1,-17,0.3,28,5,-0.2,34,0.48
COC(=O)/C(N=Nc1c(C)n(C)n(-c2ccccc2)c1=O)=C(\C)O,-7,4,-13,-0.9,-1,2,1.9,-3,0.62
N#CC1=C(N)N(c2ccccc2)C2=C(C(=O)CCC2)C1c1ccccc1 (stereo unspecified),-4,-4,-4,0.0,-1,6,2.3,-4,-1.4
Cn1cccc1/C=C1\SC(=Nc2cccc(O)c2)NC1=O,1,3,3,8.4,85*,7,-8.6,-4,-2.3
COc1cc2c(C(=O)N3CCOCC3)c(CSc3ccccc3)n(C)c2cc1Br,-2,-9,-15,-0.6,-2,4,-0.1,1,-3.7
OC(c1ccc2c(c1)OCO2)c1nccc2ccccc12 (stereo unspecified),7,1,6,0.1,1,18,0.4,3,0.72
COc1cc(C(=O)Nc2nnc(CC(=O)N3CCOCC3)s2)cc(OC)c1OC,-7,-4,-3,0.3,-5,-3,-2.2,-3,-0.89
Cc1nn(CC(=O)Nc2cccnc2)c(=O)c2ccccc12,-7,-2,3,13,15,6,0.2,-8,0.015
Cc1ccc(S(=O)(=O)N2CCCC(C(=O)NCCC(C)C)C2)cc1 (stereo unspecified),-8,0,2,6.6,16,5,1.7,2,-1
COc1ccc(S(N)(=O)=O)cc1C(=O)NCCCN1CCN(c2cccc(Cl)c2)CC1,-4,-8,-6,0.1,1,5,0.0,.,0.041
CC1=NN(C(=O)c2cc(C)nn2C)C(O)(C(F)(F)F)C1 (stereo unspecified),-2,10,-6,0.1,4,12,0.1,-1,1.3

Copied from the results shown for reference:
Compound,thrombin 1536,FXIa inh,hK5 inh,zVAD death inh,Hck Nef HTS,FXIIa inh 1536,TNF death inh,Rad51 HR inh,KCC2 mod
CCOC(=O)c1c2ccc(OCC(=O)N/N=C/c3ccc(C)cc3)cc2n2ccccc12,-1,2,-22,0.0,27,14,-2.7,.,.
COc1ccc2[nH]c3c(=O)n(Cc4ccc(C(=O)N5CCC(C(N)=O)CC5)cc4)c(=S)[nH]c3c2c1,-3,-5,-4,2.0,14,4,0.1,-3,-0.62

(more compounds)
Compound,thrombin 1536,FXIa inh,hK5 inh,zVAD death inh,Hck Nef HTS,FXIIa inh 1536,TNF death inh,Rad51 HR inh,KCC2 mod
Cc1cccc(C(=O)N2CCC(c3nc(-c4ccc(S(=O)(=O)N5CCOCC5)cc4)no3)CC2)c1,4,-2,-3,-0.4,0,0,-12,-4,0.32
Cn1c(=O)cc(SCC(=O)NCCC2=CCCCC2)c2ccccc21,-6,7,-13,0.3,8,18,1.6,1,-1.2
Cc1oc2c(C)c(O)ccc2c(=O)c1-c1nncn1-c1ccccc1,-4,-2,0,1.1,-21,6,0.0,-25,0.87
Cc1nc(-c2ccccc2)c(Cc2ccccc2O)c(=O)[nH]1,2,5,6,0.6,28,7,-0.1,.,-0.89
COc1ccc(/C(C)=N/NC(=O)CNC(=O)c2cccs2)cc1,-2,-5,-17,1.1,10,1,0.6,28,0.18
CC(OC(=O)c1ccccc1Nc1ccc(SC(F)F)cc1)C(N)=O (stereo unspecified),9,16,11,2.3,2,13,0.6,-10,-0.034
Cc1ccc(NC(=O)C(=O)NC(C)C2COc3ccccc3O2)cc1 (stereo unspecified),-4,-6,1,0.7,0,-10,-2.6,-5,-0.66
Cc1ccc2nc3n(c(=O)c2c1)CCCCC3,0,-4,-7,0.0,2,2,0.2,11,-0.93
O=C(CSc1ccc(Cl)cc1)Nc1ccc(C2SCCS2)cc1,-5,-7,27,0.8,11,1,3.4,2,0.27
Cc1cc(NC(=O)CSc2nnnn2C)n(-c2ccccc2)n1,-5,-7,-3,-0.2,-20,9,-0.6,18,0.34
COCCNC(=O)c1c(N)sc2c1CCCC2,1,2,-4,0.8,0,17,-4.2,0,0.2
O=C(N1CCCC1)C12CC3CC(CC(C3)C1)C2,-3,4,-8,0.6,6,11,-2.0,7,0.26
COCCSc1nnc(NC(=O)C(C)(C)C)s1,9,4,-50,0.0,0,11,-0.3,3,0.85
O=C(O)c1cccc(S(=O)(=O)NCCC(c2ccccc2)c2ccccc2)c1,-8,-3,-6,5.7,3,2,0.8,1,0.34

Source: PubChem (several laboratories)

An excerpt; count on the stated rates, not on these rows.
